MOR-DOR inv ag = inverse agonists of human mu-delta opioid receptor heterodimerization; inhibition, % at 9.3 µM; cell-based MOR-DOR heterodimer luminescence, inverse agonism; 340,000 compounds, 0.21% hits; P35372+P41143; in the data active = inhibition above about 22%, passing the limit was not always enough;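 also: 0% = cells with DMSO and 100% = wells without cells with DMSO; values of inactives mirror those of a sister screen read the other way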
Target sequence (P35372 whole entry, looked up): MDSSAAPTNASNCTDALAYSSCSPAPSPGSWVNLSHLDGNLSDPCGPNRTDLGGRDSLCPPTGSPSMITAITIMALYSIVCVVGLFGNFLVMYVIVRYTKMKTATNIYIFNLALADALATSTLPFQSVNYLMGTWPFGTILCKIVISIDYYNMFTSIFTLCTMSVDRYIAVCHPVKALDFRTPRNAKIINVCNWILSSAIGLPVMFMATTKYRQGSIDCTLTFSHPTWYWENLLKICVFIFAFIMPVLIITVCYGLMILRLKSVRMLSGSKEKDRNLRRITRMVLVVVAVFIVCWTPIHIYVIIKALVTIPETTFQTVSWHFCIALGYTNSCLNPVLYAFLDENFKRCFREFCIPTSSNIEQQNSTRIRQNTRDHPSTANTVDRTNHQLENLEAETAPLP
Target sequence (P41143 whole entry, looked up): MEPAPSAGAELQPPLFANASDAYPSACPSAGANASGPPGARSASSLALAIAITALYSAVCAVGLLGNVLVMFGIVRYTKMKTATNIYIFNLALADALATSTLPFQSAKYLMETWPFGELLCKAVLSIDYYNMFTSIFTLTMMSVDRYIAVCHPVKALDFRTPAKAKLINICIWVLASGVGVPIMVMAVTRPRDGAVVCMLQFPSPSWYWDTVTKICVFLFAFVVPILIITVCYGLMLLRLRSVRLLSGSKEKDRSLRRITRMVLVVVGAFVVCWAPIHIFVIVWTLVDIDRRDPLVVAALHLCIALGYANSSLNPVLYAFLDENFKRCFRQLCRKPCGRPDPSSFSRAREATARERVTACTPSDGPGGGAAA
Pemphigus Ab inh = inhibitors of pemphigus antibody binding to human desmoglein-3 | 310,000 compounds, 0.48% hits | AID 588358 | binding (percent of control), % at 10 µM | DSG3-coupled beads, scFv-anti-DSG3-GFP binding, flow cytometry; hits give low values;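 active = binding more than 3 SD below its plate's average and above zero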;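 also: hits lower antibody fragment binding to DSG3; some compounds called inactive have numbers as strong as hits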
V-ATPase pHluor = regulators of yeast V-ATPase proton transport; 350,000 compounds, 0.37% hits; AID 504577; S. cerevisiae, pHLuorin cytosolic pH fluorescence; response, % at 10 µM; in the data active = response mostly above about 7.3%, no sharp cut-off; inactive = mostly below about 5.4%; also: actives read high; inactives centre near 0; some compounds called inactive have numbers as strong as hits; reference of the scale not given here
DAGLB inh = blocks human DAGLB lipase activity | 340,000 compounds, 0.059% hits | inhibition, % at 5.17 µM | AID 504411 | Q8NCG7 | HEK293T DAGLB membrane lysate, EnzChek fluorogenic substrate; in the data active = inhibition above about 34%;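 also: 0% = enzyme with vehicle and 100% = wells lacking enzyme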
HTR5A inv ctr = counter-screen for OPRM1-OPRD1 inverse agonists: human HTR5A inverse agonism. inhibition, % at 9.3 µM. 340,000 compounds, 0.083% hits. HTR5A cell line, luminescence; in the data active = inhibition mostly above about 23%, no sharp cut-off; inactive = mostly below about 18%;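 also: 0% = cells with DMSO and 100% = no-cell wells with DMSO; some compounds called inactive have numbers as strong as hits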
MOR-DOR ag = OPRM1-OPRD1 heterodimerization agonism; cells, luminescence; P35372+P41143; 340,000 compounds, 0.3% hits; activation, % at 9.3 µM; in the data active = activation above about 18%;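 also: 0% = vehicle-treated cells and 100% = reference agonist; values of inactives mirror those of a sister screen read the other way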
PKA-R1A activ = PKA-R1A complex activation; P00514+P68181; PKA-R1A dissociation, Cy5-IP20 fluorescence polarization; scaled: DMSO 0%, 113 µM cGMP 100%; AID 504707; 340,000 compounds, 0.083% hits; activation, % at 11.4 µM;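 active = percent activation above the mean of all tested compounds plus 3 SD, cut at about 19% in these data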;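 also: higher means more PKAc released from R1A so a rise in polarization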
PKA-R2B activ = activates the human PKA-R2B holoenzyme complex | 340,000 compounds, 0.079% hits | PKA-R2B holoenzyme dissociation, Cy5-IP20 fluorescence polarization; R2B truncated from residue 108, S112A mutant; 0% DMSO only, 100% 113 µM cGMP | activation, % at 11.4 µM;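 active = activation above a cutoff set at the mean over all compounds plus 3 SD, cut at about 18% in these data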;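 also: higher means more holoenzyme dissociation and a rise in polarization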
Arrestin-AP2 inh = blocks beta-arrestin peptide binding to AP2 adaptin; FITC-arrestin peptide / GST-AP2 beads, flow cytometry; AP2 beta2 appendage carries R879A mutation; inhibition, % at 10 µM; 340,000 compounds, 0.31% hits;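 active = inhibition above a set limit, near 3 SD of compounds lacking own fluorescence, cut at about 54% in these data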;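 also: plate controls were DMSO wells for no effect and 5 µM unlabelled arrestin peptide for full effect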
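system = GST-tagged AP2 beta2-adaptin appendage (R879A) on 4 µm glutathione beads | reagent = FITC-labelled arrestin peptide probe, 50 nM final | schedule = compound with beads 12 min RT, then probe 1 h RT | signal = HyperCyt-sampled flow cytometry, FL1 channel, ex 488/em 535 nm | read-out = percent response from loss of bead-bound FITC fluorescence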
HTR5A ag ctr = HTR5A agonism, opioid heterodimer counter-screen | HTR5A agonist assay, luminescence, cell-based | activation, % at 9.3 µM | P47898 | 340,000 compounds, 0.61% hits; in the data active = activation mostly above about 9.5%, no sharp cut-off; inactive = mostly below about 7.6%;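 also: 0% = cells with vehicle only and 100% = reference agonist; strong numbers were not always called active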
* hit, by the source's call; . = not tested or not shown.

Key to letters – A = MOR-DOR inv ag; B = Pemphigus Ab inh; C = V-ATPase pHluor; D = DAGLB inh; E = HTR5A inv ctr; F = MOR-DOR ag; G = PKA-R1A activ; H = PKA-R2B activ; I = Arrestin-AP2 inh; J = HTR5A ag ctr
Cc1ccc(S(=O)(=O)N(C)C)cc1NC(=O)[C@H](Cc1ccccc1)N1C(=O)c2ccccc2C1=O
  A: 13; B: 98; C: 2; D: -3; E: -19; F: -2.3; G: 6; H: 2; I: -12; J: -1

Cc1[nH]n(-c2ccccc2)c(=O)c1C(C[N+](=O)[O-])c1ccccc1Cl (stereo unspecified)
  A: 15; B: .; C: 0; D: 0; E: -9; F: -3.7; G: -7; H: -9; I: 0; J: 4

CN(C(=O)CSc1nnc(-c2n[nH]c3ccccc23)o1)c1ccccc1
  A: -6; B: 86; C: 2; D: 5; E: 8; F: 1.3; G: -1; H: -11; I: -3; J: -1

CN1OC[C@@H]2CN[C@H](c3ccc(-c4ccc(C#N)cc4)cc3)C[C@@H]21
  A: .; B: 103; C: -3; D: 0; E: .; F: .; G: -3; H: 11; I: .; J: .

Cc1ccc(Nc2ccc(C(N)=O)cc2[N+](=O)[O-])cc1C
  A: -22; B: 101; C: 2; D: 21; E: 13; F: 4.3; G: -1; H: -8; I: 3; J: -5

Cc1ccc(CSCCNS(=O)(=O)c2ccc(C)cc2)cc1
  A: -31; B: 76; C: 0; D: -17; E: 30; F: 6.4; G: -21; H: -13; I: -5; J: 1

CCOc1cc(C(=O)Nc2ccon2)cc(OCC)c1OCC
  A: -12; B: 107; C: -4; D: 1; E: 17; F: 2.2; G: 9; H: 1; I: -5; J: 6

O=C(CCCn1c(SCC(=O)c2ccc(O)c(O)c2)nc2ccccc2c1=O)NCC1CCCO1 (stereo unspecified)
  A: 12; B: 96; C: 2; D: 3; E: -23; F: -2.5; G: -7; H: 5; I: 1; J: 10

CC(C)c1ccc(Nc2nc(CC(=O)O)cs2)cc1
  A: -22; B: 84; C: 1; D: -2; E: 19; F: 4.5; G: -1; H: -2; I: -6; J: 3

COc1ccc(OC)c(-c2cc(C(=O)Nc3c(C)nn(Cc4ccccc4C)c3C)no2)c1
  A: -33; B: 102; C: 4; D: 0; E: -1; F: 6.1; G: 6; H: 5; I: 2; J: 1

Cn1cnc(S(=O)(=O)Nc2ccccc2C(=O)NCC2CC2)c1
  A: 6; B: 107; C: 5; D: -1; E: -3; F: -1.1; G: 0; H: -3; I: -10; J: -1

COCCn1nnnc1C(c1cc2cc(C)ccc2[nH]c1=O)N1CCN(C2CCCCC2)CC1 (stereo unspecified)
  A: 9; B: 81; C: -2; D: 0; E: 10; F: -1.6; G: -2; H: -7; I: 6; J: -1

O=C(CN1CCN(S(=O)(=O)c2ccc(Cl)cc2)CC1)Nc1ccc(F)cc1F
  A: -4; B: .; C: 4; D: -5; E: 1; F: 1.0; G: -2; H: 11; I: 4; J: 0

COc1cc2[nH]c(=S)n(Cc3ccc(C)cc3)c(=O)c2cc1OC
  A: -20; B: 105; C: 1; D: 1; E: 2; F: 4.4; G: 7; H: -8; I: -14; J: -1

CC1C(=O)OC(c2ccc(Br)cc2)C(C)(C)C1=O (stereo unspecified)
  A: 1; B: 108; C: -4; D: -1; E: -2; F: -0.1; G: -4; H: 5; I: 5; J: 2

CCOc1ccccc1C(=O)NCC(=O)NCCCSc1ccccc1
  A: 12; B: 106; C: -3; D: -2; E: -24; F: -2.2; G: -2; H: 2; I: 5; J: 1

C=CCOc1cccc(CNn2cn[nH]c2=S)c1
  A: 17; B: 122; C: 0; D: 0; E: 14; F: -3.6; G: 0; H: -3; I: 39; J: 0

Cc1ccsc1C(=O)NNC(=O)c1ccccc1F
  A: 19; B: 104; C: -2; D: -3; E: 4; F: -4.5; G: 1; H: -6; I: -2; J: -1

O=C(CN1C(=O)CSC1=O)Nc1ccccc1N1CCOCC1
  A: 6; B: .; C: 1; D: 1; E: -2; F: -0.9; G: 1; H: 5; I: 27; J: 12

Cc1ccc(N(CC(O)CN2CCCC2)S(=O)(=O)c2ccccc2)cc1 (stereo unspecified)
  A: -7; B: 104; C: 1; D: -3; E: -34; F: 1.3; G: 1; H: 15; I: 3; J: -7

COc1ccc(-c2cc(C(=O)N3CCCC3)c3ccccc3n2)cc1OC
  A: 14; B: 99; C: 1; D: 1; E: 1; F: -2.1; G: -7; H: 4; I: -19; J: 6

CCOc1cccc(CN2CCCC(C(=O)Nc3ccc(-c4ccn[nH]4)cc3)C2)c1O (stereo unspecified)
  A: 15; B: 104; C: 0; D: 1; E: -20; F: -3.0; G: -5; H: 2; I: -6; J: -1

O=C(Cc1ccc(F)cc1)NCCc1cnc[nH]1
  A: 15; B: 92; C: -1; D: -1; E: -4; F: -2.7; G: 4; H: -4; I: 0; J: 1

O=C(N/N=C/c1ccc(F)cc1)c1ccc(-n2cnnn2)cc1
  A: -6; B: 109; C: -2; D: 4; E: -13; F: 1.1; G: -2; H: -5; I: 4; J: 5

CNc1ccc(Br)cc(C(=O)/C=C/c2ccc(OC)cc2OC)c1=O
  A: -11; B: 110; C: 3; D: 9; E: -28; F: 2.1; G: -14; H: -3; I: 27; J: 4

CCOC(=O)C(NC(=O)CC)(Nc1ccccc1OC)C(F)(F)F (stereo unspecified)
  A: 17; B: .; C: 0; D: -1; E: 25; F: -4.0; G: -7; H: -15; I: -3; J: -10

Cc1cc(C)c(NC(=O)/C(=C/c2ccco2)c2ccccc2)c(C)c1
  A: -3; B: 101; C: 4; D: -5; E: 5; F: 0.6; G: -6; H: -11; I: 26; J: 2

OC[C@@H](O)[C@H](O)C(/C=N/Nc1ccccc1)=N\Nc1ccccc1
  A: 20; B: .; C: 7; D: 3; E: -3; F: -4.2; G: -5; H: -9; I: -12; J: -4

CCOc1ccc(NC(=O)c2cc(Cl)nc3ccccc23)cc1
  A: 8; B: 104; C: -1; D: -5; E: -1; F: -1.6; G: -2; H: -10; I: 20; J: 3

CNC(=O)CN(c1ccc2c(c1)OCCO2)S(C)(=O)=O
  A: -8; B: 107; C: 1; D: 0; E: 11; F: 1.5; G: -14; H: -1; I: 2; J: 2

Part of the list above, with each value named:
> O=C(Cc1ccc(F)cc1)NCCc1cnc[nH]1
  MOR-DOR inv ag: 15	Pemphigus Ab inh: 92	V-ATPase pHluor: -1	DAGLB inh: -1	HTR5A inv ctr: -4	MOR-DOR ag: -2.7	PKA-R1A activ: 4	PKA-R2B activ: -4	Arrestin-AP2 inh: 0	HTR5A ag ctr: 1
> OC[C@@H](O)[C@H](O)C(/C=N/Nc1ccccc1)=N\Nc1ccccc1
  MOR-DOR inv ag: 20	Pemphigus Ab inh: .	V-ATPase pHluor: 7	DAGLB inh: 3	HTR5A inv ctr: -3	MOR-DOR ag: -4.2	PKA-R1A activ: -5	PKA-R2B activ: -9	Arrestin-AP2 inh: -12	HTR5A ag ctr: -4
> Cc1ccsc1C(=O)NNC(=O)c1ccccc1F
  MOR-DOR inv ag: 19	Pemphigus Ab inh: 104	V-ATPase pHluor: -2	DAGLB inh: -3	HTR5A inv ctr: 4	MOR-DOR ag: -4.5	PKA-R1A activ: 1	PKA-R2B activ: -6	Arrestin-AP2 inh: -2	HTR5A ag ctr: -1

Next compounds:
Key to letters – A = MOR-DOR inv ag; B = Pemphigus Ab inh; C = V-ATPase pHluor; D = DAGLB inh; E = HTR5A inv ctr; F = MOR-DOR ag; G = PKA-R1A activ; H = PKA-R2B activ; I = Arrestin-AP2 inh; J = HTR5A ag ctr
O=C(CSc1ccccc1)Nc1nnc(/C=C/c2ccccc2)s1
  A: -53; B: 88; C: 0; D: 0; E: -27; F: 8.6; G: -15; H: 1; I: 18; J: 5

O=C(NCCCn1ccnc1)c1cc(S(=O)(=O)N2CCOCC2)c(Cl)cc1Cl
  A: 9; B: 99; C: 2; D: 0; E: -13; F: -1.5; G: -6; H: -1; I: 22; J: -2

O=C(CN1C(=O)c2cccnc2C1=O)c1ccccc1
  A: 3; B: 108; C: 0; D: 0; E: -11; F: -0.7; G: 20*; H: 10; I: 9; J: 3

Cc1ccc(S(=O)(=O)N(CC(=O)Nc2ccccc2C(=O)O)c2ccccc2)cc1
  A: 14; B: 98; C: -1; D: 9; E: -1; F: -2.9; G: 7; H: 6; I: -3; J: 3

O=C(NN1CCOCC1)c1ccccc1Br
  A: 2; B: 116; C: -4; D: 0; E: -19; F: -0.3; G: 0; H: 6; I: 1; J: -1

COc1ccc2cc3cc(C(=O)NCc4cccs4)oc3nc2c1
  A: -24; B: 102; C: -2; D: -1; E: -7; F: 4.4; G: -7; H: 4; I: 20; J: 2

COCCN1CCC(CNCc2c(C(=O)N3CCCCC3)nc3c(C)cccn23)C1 (stereo unspecified)
  A: 5; B: 103; C: 0; D: 0; E: -6; F: -0.9; G: -8; H: -1; I: 30; J: 2

O=C(Cc1csc(-c2ccccc2)n1)Nc1ccc(C(F)(F)F)cc1
  A: -29; B: 110; C: -6; D: -9; E: -30; F: 5.3; G: -5; H: -7; I: 5; J: 7

Cc1ccc(C)c(OCCC(=O)OCC(=O)NC2CCCC2)c1
  A: 19; B: 103; C: 0; D: -1; E: 7; F: -3.6; G: -5; H: -9; I: -17; J: -3

O=C(NNC(=O)c1cccc(S(=O)(=O)Nc2ccc(Cl)cc2)c1)c1ccc(=O)[nH]c1
  A: 12; B: .; C: -1; D: 3; E: -20; F: -2.9; G: 12; H: 12; I: 1; J: 8

O=C(c1ccc2c(=O)n3c(nc2c1)CCCCC3)N1CCN(c2ccccc2)CC1
  A: -3; B: 103; C: -2; D: -1; E: -4; F: 0.6; G: 12; H: 9; I: -7; J: 1

COc1cc(CCC(=O)N2CCN(c3cccc(C)c3C)CC2)cc(OC)c1OC
  A: -7; B: .; C: 2; D: -4; E: 9; F: 1.5; G: -2; H: -9; I: 7; J: -2

COc1ccc(NC(=O)CN2C(=O)NC(C)(c3ccc(C)cc3)C2=O)c([N+](=O)[O-])c1 (stereo unspecified)
  A: -17; B: 106; C: -1; D: 1; E: 0; F: 3.1; G: -12; H: 4; I: -40; J: 0

Cc1cc(C(=O)Nc2cccc3ccccc23)co1
  A: -12; B: 101; C: -4; D: 1; E: 16; F: 2.2; G: -2; H: 2; I: -3; J: 2

Cc1onc(-c2ccccc2)c1C(=O)Nc1ccc(S(=O)(=O)N2CCCCC2)cc1
  A: -16; B: 107; C: -3; D: -2; E: 2; F: 3.1; G: -2; H: -8; I: -2; J: -1

A draw from above in order of count of non-hydrogen atoms, ascending.
Key to letters – A = MOR-DOR inv ag; B = Pemphigus Ab inh; C = V-ATPase pHluor; D = DAGLB inh; E = HTR5A inv ctr; F = MOR-DOR ag; G = PKA-R1A activ; H = PKA-R2B activ; I = Arrestin-AP2 inh; J = HTR5A ag ctr
O=C(NN1CCOCC1)c1ccccc1Br
  A: 2; B: 116; C: -4; D: 0; E: -19; F: -0.3; G: 0; H: 6; I: 1; J: -1

Cc1ccc(C)c(OCCC(=O)OCC(=O)NC2CCCC2)c1
  A: 19; B: 103; C: 0; D: -1; E: 7; F: -3.6; G: -5; H: -9; I: -17; J: -3

Cc1onc(-c2ccccc2)c1C(=O)Nc1ccc(S(=O)(=O)N2CCCCC2)cc1
  A: -16; B: 107; C: -3; D: -2; E: 2; F: 3.1; G: -2; H: -8; I: -2; J: -1

Source: PubChem BioAssay
